# Bioassay records (PubChem)
# Arr AP2 block: blocks beta-arrestin peptide binding to AP2 adaptin. hit rate 0.31% among 340,000. inhibition, % at 10 µM. FITC-arrestin peptide / GST-AP2 beads, flow cytometry; AP2 beta2 appendage carries R879A mutation;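 active = inhibition above a set limit, near 3 SD of compounds lacking own fluorescence, cut at about 54% in these data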;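 also: plate controls were DMSO wells for no effect and 5 µM unlabelled arrestin peptide for full effect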
#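 test system = AP2 appendage R879A on GSH beads | buffer or medium = PBS plus Tween 20 (0.05%) and BSA (0.1%) | incubation = 12 min plus 1 h, RT | detection = bead flow cytometry, FITC channel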
# V-ATPase pHluor: regulators of yeast V-ATPase proton transport. response, % at 10 µM. hit rate 0.37% among 350,000. S. cerevisiae, pHLuorin cytosolic pH fluorescence; in the data active = response mostly above about 7.3%, no sharp cut-off; inactive = mostly below about 5.4%; also: actives read high; inactives centre near 0; some compounds called inactive have numbers as strong as hits; reference of the scale not given here
# OPRM1-OPRD1 inv: mu-delta opioid heterodimer inverse agonism; inhibition, % at 9.3 µM; cell-based MOR-DOR heterodimer luminescence; P35372+P41143; hit rate 0.21% among 340,000; in the data active = inhibition above about 22%, passing the limit was not always enough;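 also: 0% = cells with DMSO and 100% = wells without cells with DMSO; values of inactives mirror those of a sister screen read the other way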
# PKA-R2B activ: activators of human PKA-R2B complex | AID 504700 | P22694+P31323 | activation, % at 11.4 µM | hit rate 0.079% among 340,000 | PKA-R2B holoenzyme dissociation, Cy5-IP20 fluorescence polarization; R2B truncated from residue 108, S112A mutant; 0% DMSO only, 100% 113 µM cGMP;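 active = activation above a cutoff set at the mean over all compounds plus 3 SD, cut at about 18% in these data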;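 also: higher means more holoenzyme dissociation and a rise in polarization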
# Target sequence (P31323 whole entry, looked up, other chains not shown, the tested form may be a part): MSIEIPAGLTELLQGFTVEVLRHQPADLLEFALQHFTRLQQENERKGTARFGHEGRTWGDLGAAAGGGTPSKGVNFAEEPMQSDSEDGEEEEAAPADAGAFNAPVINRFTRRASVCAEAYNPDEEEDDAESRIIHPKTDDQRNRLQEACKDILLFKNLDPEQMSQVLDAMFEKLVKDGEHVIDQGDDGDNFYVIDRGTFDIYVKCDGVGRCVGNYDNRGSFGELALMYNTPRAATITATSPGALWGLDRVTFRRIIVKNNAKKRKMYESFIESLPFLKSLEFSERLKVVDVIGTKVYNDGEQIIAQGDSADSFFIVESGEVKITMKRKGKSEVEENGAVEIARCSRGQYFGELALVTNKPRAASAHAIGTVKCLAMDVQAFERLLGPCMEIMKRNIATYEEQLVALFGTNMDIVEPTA
# HTR5A inv ctr: inverse agonist of human HTR5A in OPRM1-OPRD1 counter-screen; P47898; HTR5A cell line, luminescence, inverse agonism; inhibition, % at 9.3 µM; hit rate 0.083% among 340,000; AID 504634; in the data active = inhibition mostly above about 23%, no sharp cut-off; inactive = mostly below about 18%;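 also: 0% = cells with DMSO and 100% = no-cell wells with DMSO; some compounds called inactive have numbers as strong as hits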
# Pemphigus Ab inh: human desmoglein-3 autoantibody binding inhibition. binding (percent of control), % at 10 µM. hit rate 0.48% among 310,000. DSG3-coupled beads, scFv-anti-DSG3-GFP binding, flow cytometry; active compounds read low. P32926;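 active = binding more than 3 SD below its plate's average and above zero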;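 also: hits lower antibody fragment binding to DSG3; some compounds called inactive have numbers as strong as hits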
# DAGLB inh: diacylglycerol lipase beta (human) inhibition; hit rate 0.059% among 340,000; inhibition, % at 5.17 µM; HEK293T DAGLB membrane lysate, EnzChek fluorogenic substrate; Q8NCG7; in the data active = inhibition above about 34%;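 also: 0% = enzyme with vehicle and 100% = wells lacking enzyme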
# Target sequence (Q8NCG7 whole entry, looked up): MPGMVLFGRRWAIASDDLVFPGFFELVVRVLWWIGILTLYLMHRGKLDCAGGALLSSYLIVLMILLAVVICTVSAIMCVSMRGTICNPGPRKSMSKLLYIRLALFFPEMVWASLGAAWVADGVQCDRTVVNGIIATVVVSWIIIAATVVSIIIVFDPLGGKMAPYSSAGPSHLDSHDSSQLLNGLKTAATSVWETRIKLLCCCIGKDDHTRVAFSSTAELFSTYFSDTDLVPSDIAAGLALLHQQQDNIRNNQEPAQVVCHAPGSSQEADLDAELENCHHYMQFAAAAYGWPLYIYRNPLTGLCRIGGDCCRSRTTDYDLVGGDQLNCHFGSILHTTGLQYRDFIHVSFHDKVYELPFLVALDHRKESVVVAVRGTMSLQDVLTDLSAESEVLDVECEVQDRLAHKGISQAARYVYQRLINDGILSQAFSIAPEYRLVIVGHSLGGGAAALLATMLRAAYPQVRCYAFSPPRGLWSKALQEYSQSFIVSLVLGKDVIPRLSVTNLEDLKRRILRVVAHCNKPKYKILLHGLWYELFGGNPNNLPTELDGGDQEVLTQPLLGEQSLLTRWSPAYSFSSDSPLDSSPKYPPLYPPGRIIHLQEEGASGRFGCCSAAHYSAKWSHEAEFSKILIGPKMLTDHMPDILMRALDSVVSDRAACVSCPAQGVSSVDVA
# OPRM1-OPRD1 ag: agonists of human mu-delta opioid receptor heterodimerization. hit rate 0.3% among 340,000. cells, OPRM1-OPRD1 heterodimerization, luminescence. AID 504326. activation, % at 9.3 µM. P35372+P41143; in the data active = activation above about 18%;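 also: 0% = vehicle-treated cells and 100% = reference agonist; values of inactives mirror those of a sister screen read the other way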
# HTR5A ag ctr: activates human HTR5A in OPRM1-OPRD1 agonist counter-screen. P47898. HTR5A agonist assay, luminescence, cell-based. activation, % at 9.3 µM. hit rate 0.61% among 340,000. AID 504692; in the data active = activation mostly above about 9.5%, no sharp cut-off; inactive = mostly below about 7.6%;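 also: 0% = cells with vehicle only and 100% = reference agonist; strong numbers were not always called active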
# PKA-R1A act: activates the PKA-R1A holoenzyme complex. P00514+P68181. PKA-R1A dissociation, Cy5-IP20 fluorescence polarization; scaled: DMSO 0%, 113 µM cGMP 100%. activation, % at 11.4 µM. hit rate 0.083% among 340,000. AID 504707;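 active = percent activation above the mean of all tested compounds plus 3 SD, cut at about 19% in these data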;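 also: higher means more PKAc released from R1A so a rise in polarization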
# * marks the source's active call; other numbers are inactive results; · = not tested or not shown.
# Every second line gives: PKA-R2B activ	V-ATPase pHluor	PKA-R1A act	Pemphigus Ab inh	HTR5A inv ctr	Arr AP2 block	OPRM1-OPRD1 inv	HTR5A ag ctr	OPRM1-OPRD1 ag	DAGLB inh
- Cc1ccc(C(=O)COC(=O)CCN2C(=O)C3C4CCC(C4)C3C2=O)cc1[N+](=O)[O-] (configuration not stated)
    -0.2	-0.6	-16.1	109.3	20.7	5.2	54.7*	-6.0	-9.9	0.2
- CC(=O)N1CC(C)Oc2ccc(S(=O)(=O)NC(CC(=O)O)c3ccccc3)cc21 (configuration not stated)
    -9.2	-0.7	-0.2	·	-2.3	-1.8	14.8	-1.9	-2.9	0.8
- COc1ccc(NC(=O)/C(C#N)=C\c2cc(C)n(-c3ccc4c(c3)OCO4)c2C)cc1
    -9.9	-1.8	-3.9	87.0	-3.9	1.9	15.2	3.7	-3.0	-0.2
- COc1ccc(S(=O)(=O)N(CC(=O)NCC2CCCO2)c2ccc(F)cc2)cc1OC (configuration not stated)
    0.7	-1.6	-9.1	127.8	-13.0	10.0	15.8	2.5	-3.1	-2.5
- CCn1c(=O)cc(OCC(=O)Nc2ccccc2C#N)c2ccccc21
    -1.8	-2.5	-5.3	109.0	7.1	1.6	9.1	-2.6	-1.8	1.0
- COc1ccc(OC)c(/C=N/n2c(-c3n[nH]c4c3CCC4)n[nH]c2=S)c1
    7.2	1.7	1.3	112.3	4.0	-6.1	-20.2	-0.4	4.0	-2.6
- C=CCNC(=O)/C(=C\C=C\c1ccccc1)NC(=O)c1ccccc1Cl
    -12.1	-1.4	2.3	101.8	-14.8	0.5	-3.1	5.2	0.4	-1.3
- CC(C)(C)[C@H]1C=C(C(=O)NCc2nc3ccccc3[nH]2)O[C@@H](OCc2ccc(CO)cc2)C1
    -9.4	1.8	0.3	105.5	-37.2	-2.3	-19.3	12.7	3.3	-0.2
- COc1ccc(OC)c(CCNC(=O)c2ccc(NC3=NC4CS(=O)(=O)CC4S3)cc2)c1 (configuration not stated)
    -6.2	-2.8	1.3	102.4	-0.9	-1.2	5.0	-1.1	-0.9	-0.9
- O=C(NCc1ccccc1)C1=C[C@@H](C2CC2)C[C@@H](OCc2ccc(CO)cc2)O1
    -9.1	-4.7	-4.7	105.5	-57.9	-4.7	10.9	19.7	-1.9	-2.7
- COc1cc(OC)c(N(C)C(=O)c2cn(C)c(=O)c3cc(OC)c(OC)cc23)cc1Cl
    8.1	-0.8	2.9	·	-4.0	28.3	8.7	1.1	-1.9	-1.2
- COc1cc(-c2c(-c3ccsc3)sc3ccccc23)cc(OC)c1OC
    6.9	-1.4	10.5	101.3	15.6	·	-9.2	4.0	1.6	-8.0
- COc1cc(OC)c2cc(C(=O)N/N=C/c3ccccc3O)[nH]c2c1
    6.4	1.0	-7.1	94.1	-4.6	-13.8	2.6	1.2	-0.5	3.1
- COc1ccc(C(=O)OCC(=O)Nc2nc3c(F)c(F)c(F)cc3s2)cc1OC
    5.7	-3.5	4.2	110.3	-5.7	11.5	7.9	-3.0	-1.6	-0.8
- COc1ccc(CN2C(=O)CCC2(C)C(=O)NC2CCCCCC2)cc1 (configuration not stated)
    5.1	-0.9	7.5	87.6	-2.7	3.0	-4.7	1.0	0.9	0.3
- CN(C)c1ccc(/C=C2/NC(=O)NC2=O)cc1
    0.4	-2.8	-2.3	95.8	8.8	15.8	17.1	-3.6	-3.5	-0.8
- CC(=O)N1c2ccc(S(=O)(=O)N3CCC(C(=O)N4CCC(C)CC4)CC3)cc2CC1C (configuration not stated)
    -12.2	2.9	-4.5	104.3	11.2	-3.6	11.7	7.3	-2.2	3.3
- Cc1nc(CNS(=O)(=O)c2cc(F)ccc2F)cs1
    2.9	0.4	8.1	87.8	-14.8	4.4	-2.1	-0.7	0.4	4.0
- Cn1cccc1C1C=C(c2ccc(C(C)(C)C)cc2)Nc2ncnn21 (configuration not stated)
    -11.5	-1.6	0.9	101.7	1.2	0.5	-14.4	6.2	2.5	-6.5
- Cc1ccc(C(=O)Nc2ccncc2)c(C)c1
    -8.2	0.7	4.7	100.4	-0.4	-2.4	11.2	0.1	-2.4	-0.4
- COC(=O)c1ccc2c(=O)n(CCCCCC(=O)N3CCN(c4ccc(F)cc4)CC3)c(=O)[nH]c2c1
    -0.1	3.2	6.5	·	-19.7	-7.9	-3.7	7.5	0.6	1.9
- COC(=O)C1=C(C(=O)OC)[C@@H]2Nc3ccccc3[C@@]23C[C@@H](C(=O)OC)N(C(=O)COCc2ccccc2)C3=N1
    10.4	2.5	-0.2	98.6	-11.6	5.9	5.9	-0.6	-1.1	3.1
- CN(CCC#N)CC(=O)Nc1ccc(NC(=O)CN(C)CCC#N)cc1
    -14.3	1.0	3.9	99.2	13.3	-4.0	14.6	0.1	-2.6	1.9
- Cc1cccc(C)c1OCC(=O)Nc1ccc2c(c1)OCCO2
    -4.6	6.1	-11.9	113.9	-6.2	-6.0	-13.8	2.4	2.6	-8.8
- COCCN(C(=O)c1ccco1)c1nnc(-c2ccc(F)cc2)s1
    -2.6	-2.1	-9.5	104.0	-26.9	-4.9	5.4	-0.6	-1.0	1.1
- Cc1cc(C)nc(SCc2cc(=O)c(OC(=O)c3ccc(Br)o3)co2)n1
    -3.1	2.7	5.5	117.8	-7.0	-3.0	-12.4	5.5	2.3	2.4
- CC1(C)CC2CC(C)(CN2C(=O)c2cc(-c3ccc(O)cc3)on2)C1 (configuration not stated)
    -7.4	-5.9	9.4	105.3	-6.5	1.3	-39.0	2.4	7.3	-2.9
- COc1ccc(N2CC(C(=O)N3CCC(c4nc5ccccc5[nH]4)CC3)CC2=O)cc1 (configuration not stated)
    -9.7	0.6	-4.3	103.2	2.7	-2.3	-7.1	-1.1	1.1	0.8
- CN(C(=O)c1ccc(NC(=O)Cc2cccc(NC(=O)C3CCN(C(=O)c4ccccc4)CC3)c2)cc1)C1CC1
    -3.5	-0.4	-4.0	98.9	10.3	34.4	4.1	-3.0	-0.9	-3.3
- CCCN(CC(=O)Nc1ccc(F)c(F)c1F)C(=O)Cn1c(=O)cnc2ccccc21
    -1.9	1.4	4.5	103.8	-6.1	-16.9	6.7	2.2	-1.3	1.3
- Cc1cc(NC(=O)c2cn(C3CCCCC3)c(=O)c3c2c2ccccc2n3C)no1
    3.0	-2.3	-5.3	99.8	13.3	5.1	7.0	-5.2	-1.3	0.3
- FC(F)(F)Oc1ccc(NC(=S)Nc2ccccc2N2CCOCC2)cc1
    1.0	0.6	0.7	101.1	7.9	7.8	-3.6	-4.1	0.7	-0.7
- Cc1nc2ccccc2n1CC(=O)NC1CCCCCC1
    6.3	-2.6	-4.2	88.5	·	25.8	·	·	·	1.5
- CCCOC1CCCN(C(=O)c2cc(COc3c(F)cccc3F)on2)C1 (configuration not stated)
    -1.6	0.1	-2.0	101.9	7.2	-2.1	-0.2	-3.6	0.0	-5.9
- COc1cccc(NC(=O)Nc2cc(C)ccc2OC)c1
    -1.2	-1.3	0.4	96.0	-8.8	6.1	-5.0	3.4	1.0	-0.2
- O=C(O)CCCCCCCCCCP(=O)(c1ccccc1)c1ccccc1
    -0.1	4.5	-7.5	90.7	-2.4	-13.6	14.5	0.8	-2.9	-0.3
- CCNC(=S)Nc1ccc(OCC)cc1
    -1.4	-3.4	-4.5	109.3	0.0	23.3	12.0	3.0	-2.3	0.5
- COc1cc(C)ccc1OC(C)C(=O)Nc1ccc(N2CCCCC2)cc1 (configuration not stated)
    -14.6	1.0	-3.1	99.3	1.2	17.7	13.6	0.6	-3.5	-5.9
- O=C(O)C1CCCCN1S(=O)(=O)c1ccccc1 (configuration not stated)
    -12.9	3.2	-14.4	96.9	-21.0	14.4	6.4	6.0	-1.2	1.3
- O=C(CCC(=O)c1ccc(Cl)cc1)OCC(=O)c1ccccc1
    -3.5	0.0	9.0	104.4	-22.1	17.1	11.3	12.4	-2.2	-6.7
- OCc1cn(-c2ccccc2)nc1-c1cccnc1
    4.7	2.2	-4.7	100.4	14.3	-0.4	9.5	-2.6	-1.6	1.7
- CCOC(=O)/C=C/[C@H]1CC2(CCO1)SCCCS2
    -10.4	1.1	-7.6	99.9	-24.6	-5.0	11.2	2.0	-2.0	-1.5
- CN(C(=O)c1cccc(NC(=O)Cc2ccc(NC(=O)C3CCCN(C(=O)C4CC4)C3)cc2)c1)C1CCCCC1 (configuration not stated)
    -9.2	-0.7	-8.3	110.5	-8.1	2.5	10.4	2.2	-2.2	-3.8
- CN(C(=O)CN1C(=O)S/C(=C\c2ccc(Cl)cc2)C1=O)C1CCS(=O)(=O)C1 (configuration not stated)
    -5.9	1.8	-0.5	122.0	1.9	-2.7	2.3	-0.5	-0.5	-2.4
- O=C(NC1CCCC1)c1cccc(NC(=O)c2ccco2)c1
    -0.2	-3.3	6.8	·	0.5	13.6	4.2	-0.2	-0.8	3.6
- Cn1cc(Br)c(C(=O)NC(=S)N2CCN(c3ccccn3)CC2)n1
    -15.3	-1.4	-7.5	98.1	-24.0	-17.9	10.4	9.5	-1.9	-2.2
- O=C(c1ccccc1Cl)N1CCSCC1
    0.3	2.0	2.2	103.1	-8.2	-4.4	13.8	-1.2	-2.7	-1.3
- CCCCN(CCCC)S(=O)(=O)c1ccc(NC(=O)Cc2cccs2)cc1
    -6.2	-4.5	-2.0	92.8	7.7	6.6	-40.3	1.2	7.6	-6.6
- COc1ccc(NC(=O)Nc2ccc(Br)c(C)c2)cc1
    -1.1	-2.9	3.7	106.6	9.8	2.0	2.7	1.1	-0.5	-3.0
- Cc1cccc(NC(=O)CN2C(=O)S/C(=C\c3cc(C)n(C)c3C)C2=O)c1
    -4.6	-2.3	-3.5	102.7	-22.3	2.5	10.5	4.3	-2.4	3.5
- O=C(/C=C/c1cccc(Cl)c1)NCc1ccncc1
    -15.9	-2.4	-1.8	102.5	-2.8	47.8	10.5	0.8	-2.0	-1.0
- O=C(c1cn(Cc2ccccc2)nc1-c1cccnc1)N1CCc2ccccc2C1
    1.0	-2.7	-0.9	·	-9.6	-5.9	0.1	3.5	0.0	-1.9

# Compound profiles, as listed above. Screens in order: PKA-R2B activ, V-ATPase pHluor, PKA-R1A act, Pemphigus Ab inh, HTR5A inv ctr, Arr AP2 block, OPRM1-OPRD1 inv, HTR5A ag ctr, OPRM1-OPRD1 ag, DAGLB inh
# Shown for Cc1nc2ccccc2n1CC(=O)NC1CCCCCC1 = 6.3, -2.6, -4.2, 88.5, ·, 25.8, ·, ·, ·, 1.5
# Shown for COc1ccc(S(=O)(=O)N(CC(=O)NCC2CCCO2)c2ccc(F)cc2)cc1OC (configuration not stated) = 0.7, -1.6, -9.1, 127.8, -13.0, 10.0, 15.8, 2.5, -3.1, -2.5

# 4 compounds out of the list above, ordered by the number in Arr AP2 block, falling.
SMILES,Arr AP2 block
CCCCN(CCCC)S(=O)(=O)c1ccc(NC(=O)Cc2cccs2)cc1,6.6
O=C(c1ccccc1Cl)N1CCSCC1,-4.4
O=C(c1cn(Cc2ccccc2)nc1-c1cccnc1)N1CCc2ccccc2C1,-5.9
Cn1cc(Br)c(C(=O)NC(=S)N2CCN(c3ccccn3)CC2)n1,-17.9
